Screening data (PubChem BioAssay)
ERAP1 inh – ERAP1 (human) enzyme inhibition; actives 0.15% (n = 340,000); inhibition, % at 10.7 µM; recombinant ERAP1, Leu-AMC fluorescence, 60 min; Q9NZ08;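 active = mean replicate inhibition of at least 30%, or all replicates individually reaching that 30% level; inactive = mean below 30% and not every replicate reaching it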;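 note: 0% = neutral control wells and 100% = L-leucinethiol positive control wells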
LGR2 antag – blocks bursicon-induced cAMP signaling via Drosophila LGR2; HEK293 LGR2, CRE-luciferase, bursicon-stimulated, 4 h; inhibition, % at 9.99 µM; actives 0.35% (n = 380,000); AID 720647;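 active = drop in luminescence signal, shown as inhibition above about 50% in the replicate tests, limit read from the data, passing the limit was not always enough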;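 note: agonist challenge used bursicon conditioned medium at about half maximal strength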
C2C12 statin – protects C2C12 myotubes from simvastatin toxicity; ATP luminescence, 48 h; scaled: DMSO 0, geranylgeraniol control 100; rescue of ATP level, % at 7.49 µM; actives 0.78% (n = 330,000); AID 602340;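 active = mean ATP rescue above about 67%, or every replicate alone reaching that limit, limit read from the data, passing the limit was not always enough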;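 note: myotubes were challenged with 10 µM simvastatin during compound exposure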
SIRT5 inh – sirtuin-5 (human) deacylase inhibition; Q9NXA8; Purified SirT5, succinyl-peptide AMC, trypsin-coupled fluorescence; inhibition, % at 15 µM; actives 1.1% (n = 330,000); in the data active = inhibition above about 15%
Target sequence (Q9NXA8 whole entry, looked up): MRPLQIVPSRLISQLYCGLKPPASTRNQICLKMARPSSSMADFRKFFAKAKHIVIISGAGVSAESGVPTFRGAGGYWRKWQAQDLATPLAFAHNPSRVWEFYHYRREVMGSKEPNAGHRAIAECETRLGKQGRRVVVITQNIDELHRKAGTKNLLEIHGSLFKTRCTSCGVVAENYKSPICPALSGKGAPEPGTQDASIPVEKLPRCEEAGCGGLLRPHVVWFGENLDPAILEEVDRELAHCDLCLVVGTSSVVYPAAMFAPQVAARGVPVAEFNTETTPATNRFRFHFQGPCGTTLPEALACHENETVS
XiGFP reactiv – reactivates the inactive X chromosome in mouse fibroblasts; XiGFP mouse fibroblasts, % GFP-positive cells imaging, 3 d; cells co-treated with 5-aza-dC sensitizer; scaled so ellipticine positive control = 100%; activation, % at 7.58 µM; actives 0.055% (n = 360,000); AID 743238;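 active = mean normalized replicate activation at least 10% and every replicate at or above 10%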;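 note: 0% = median of on-plate neutral control wells and 100% = ellipticine 6 µM median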
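System: 68-5-11 XiGFP fibroblast line; Timing: 3 days compound exposure; Compound dosing: one concentration, pinned; Benchmarks: positive control ellipticine, 6 µM final; Buffer or medium: DMEM containing 5-aza-dC.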
PGC1a acetyl inh – PGC1a acetylation modulation, inhibitor mode; inhibition, % at 15.6 µM; actives 0.17% (n = 350,000); U2OS PGC1a acetylation, AlphaScreen anti-acetyl-lysine; with virally co-expressed GCN5 acetyltransferase;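 active = every replicate shows inhibition of at least 40%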;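 note: 0% = neutral control wells and 100% = positive control wells; some results beyond the cut were filed as inactive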
S100A4 inh HTS – inhibitors of human S100A4 binding to myosin IIA peptide; actives 0.14% (n = 360,000); inhibition, % at 10.7 µM; S100A4/TAMRA-MyoIIA peptide fluorescence polarization; P26447;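 active = mean inhibition of at least 70% across replicates, with every replicate also reaching that level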
Target sequence (P26447 whole entry, looked up): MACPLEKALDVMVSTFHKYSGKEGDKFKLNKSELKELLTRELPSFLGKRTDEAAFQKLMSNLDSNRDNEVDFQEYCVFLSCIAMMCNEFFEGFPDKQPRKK
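Material: human S100A4 monomer with TAMRA-labelled myosin IIA peptide; buffer or medium: HEPES pH 7.2 with CaCl2, KCl, NaCl, DTT, Triton; compound dosing: one concentration per compound; schedule: 5 min incubation before reading; benchmarks: neutral control DMSO, positive control TFP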
Cneo AK release – causes C. neoformans cell lysis; AID 651654; lysis activity, % at 15 µM; actives 0.2% (n = 360,000); adenylate kinase release luminescence, 4 h; normalised: neutral wells 0, clomiphene wells 100;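 active = mean lysis activity across replicates of at least 80%, whatever share of replicates individually reach that level; inactive = mean lysis activity below 80%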
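Material – log-phase Cryptococcus neoformans yeast cells · Input – 5 × 10^6 yeast cells/mL · Medium – fresh YPD growth medium · Doses – single compound concentration per well · Timing – static 4 h at 37 °C with compound, 1 h detection · Detection – adenylate kinase release luminescence · Read-out – signal increase indicating cell lysis · Control set – Clomiphene as positive lysis control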
Active calls of the source: *; x = not tested or not shown. The list is partial; rates above refer to the full screens.

SMILES	ERAP1 inh	LGR2 antag	C2C12 statin	SIRT5 inh	XiGFP reactiv	PGC1a acetyl inh	S100A4 inh HTS	Cneo AK release
COc1ccccc1NC(=O)N1c2ccccc2NC(=O)CC1C (stereo not drawn)	-1	7	-2	-1	0.0	x	-2	-2
Cn1c(OCC2CCCO2)nc2cc(-c3ccccc3)sc2c1=O (stereo not drawn)	-3	-30	1	x	0.1	3	-6	-1
COc1ccccc1CN(C)C(=O)COC(=O)c1ccc(Cl)nc1	2	-2	-5	-4	0.0	-17	0	0
C[C@H]1CN([C@@H](C)CO)C(=O)c2cccc(NC(=O)Nc3ccccc3)c2O[C@H]1CN(C)Cc1ccc(Cl)c(Cl)c1	-1	6	31	3	-0.8	-22	0	-2
COC(=O)c1ccc2[nH]c([C@H](C)O)c([C@H](C)O)c2c1	3	-7	-10	x	0.0	7	-5	1
Cc1ccccc1CN1CCN(Cc2ccccc2C(F)(F)F)CC1	x	-17	-2	x	x	7	x	-12
CCc1ccc2oc(-c3ccc(OC)cc3)cc(=Nc3cccc(C(=O)O)c3)c2c1	-2	84*	-18	-18	0.0	2	4	-7
Cc1n[nH]c(C)c1S(=O)(=O)N(CC(=O)N1CCc2ccccc21)c1ccc(C(C)C)cc1	-3	9	-2	x	-0.2	-12	-1	-1
COc1ccc(Cl)cc1C(=O)NCCCSc1ccccc1	-1	-6	2	3	0.2	-8	-12	1
CC1(c2nnnn2Cc2ccccc2)CCC(=O)N1CCCN1CCOCC1 (stereo not drawn)	x	2	x	-9	0.2	x	2	x
C[C@H]1CN([C@@H](C)CO)C(=O)Cc2cc(NC(=O)CCC(F)(F)F)ccc2O[C@@H]1CN(C)S(=O)(=O)c1ccccc1	0	-1	-18	-2	-0.6	1	18	-1
CCn1ccc(C(=O)Nc2ccc(Cl)cn2)n1	-3	-58	16	-3	0.3	x	-5	0

Overlap with the part before: 6 entries, then new ones.
SMILES	ERAP1 inh	LGR2 antag	C2C12 statin	SIRT5 inh	XiGFP reactiv	PGC1a acetyl inh	S100A4 inh HTS	Cneo AK release
CCc1ccc2oc(-c3ccc(OC)cc3)cc(=Nc3cccc(C(=O)O)c3)c2c1	-2	84*	-18	-18	0.0	2	4	-7
Cc1n[nH]c(C)c1S(=O)(=O)N(CC(=O)N1CCc2ccccc21)c1ccc(C(C)C)cc1	-3	9	-2	x	-0.2	-12	-1	-1
COc1ccc(Cl)cc1C(=O)NCCCSc1ccccc1	-1	-6	2	3	0.2	-8	-12	1
CC1(c2nnnn2Cc2ccccc2)CCC(=O)N1CCCN1CCOCC1 (stereo not drawn)	x	2	x	-9	0.2	x	2	x
C[C@H]1CN([C@@H](C)CO)C(=O)Cc2cc(NC(=O)CCC(F)(F)F)ccc2O[C@@H]1CN(C)S(=O)(=O)c1ccccc1	0	-1	-18	-2	-0.6	1	18	-1
CCn1ccc(C(=O)Nc2ccc(Cl)cn2)n1	-3	-58	16	-3	0.3	x	-5	0
CC1=C(C(=O)N2CCCCCC2)CC(CC(=O)NCCCCc2ccccc2)C(=O)N1CCC1=CCCCC1 (stereo not drawn)	-2	23	x	x	0.0	x	-5	x
Cc1cc(=O)oc2cc(OCC(=O)N3CCN(c4ccccc4)CC3)ccc12	-7	8	7	3	-0.1	-1	2	-1
CCCNC(=O)N1C[C@@H](O)COC[C@H]2O[C@@H](CC(=O)N3CCCCC3)CC[C@@H]21	2	13	-8	-1	-0.2	2	11	-2
CO[C@H]1CN(C)C(=O)c2cc(NS(=O)(=O)c3ccc(C)cc3)ccc2OC[C@H](C)N(Cc2nccs2)C[C@@H]1C	x	-14	-1	1	0.0	-2	7	-7
CCOc1ccc(N2C(=O)CC(Sc3nc(C)cc(C)c3C#N)C2=O)cc1 (stereo not drawn)	6	-2	x	-3	x	x	-1	x
COc1ccc(-c2csc(C(C)(O)c3ccc(F)c(F)c3)n2)cn1 (stereo not drawn)	1	-9	12	x	-0.2	x	3	-1
CCOc1ccccc1CNC(=O)CCCn1ncn2c(cc3occc32)c1=O	-1	12	-1	-2	0.0	x	4	2
Cc1cccc(C)c1OCc1cc(C(=O)N2CCC(c3ccncc3)CC2)no1	1	-39	-8	0	0.0	-6	-4	1
CCc1cnc(N2[C@H](C#N)[C@H](c3ccccc3)[C@@H]2CO)s1	-3	25	-11	4	0.4	7	9	2
CCCCOP(=O)(c1ccc(N(C)C)cc1)C(O)c1ccc(OC)cc1 (stereo not drawn)	-1	8	2	-8	0.4	82*	-2	1
CCN(CC(=O)Nc1ccccc1Br)C1CCCCC1	3	-1	x	0	0.0	x	-2	x
NC(N)=NS(=O)(=O)c1ccc(NC(=S)NC(=O)c2ccncc2)cc1	-4	7	-8	0	0.0	x	-10	-2
COc1cccc(CNC(=O)C[C@@H]2CC[C@H](NC(=O)C3CCC3)[C@H](CO)O2)c1	-3	17	4	5	-0.1	-14	-3	-2
C/C=C/c1ccc([C@@H]2[C@@H](CO)N(C(=O)C3CCCC3)C23CN(C(=O)NC(C)C)C3)cc1	-3	-2	x	-16	0.0	10	-20	x
Fc1ccccc1CSc1nnc(-c2cccs2)o1	-2	-43	x	0	x	x	-1	x
NC(=O)C1CCN(CC(O)COCc2ccccc2Cl)CC1 (stereo not drawn)	-2	1	8	4	-0.1	x	-4	1
O=C(Nc1cccc(NC(=O)c2cccc(F)c2)c1)c1ccccc1	-1	-15	-30	-4	0.1	-2	-3	-3
CCC1CCCCN1C(=O)CSc1nnc(CNC(=O)c2c(F)cccc2Cl)o1 (stereo not drawn)	-2	10	-2	-1	0.2	-9	5	1
Cc1cc(NC(=O)Cn2ccsc2=N)c([N+](=O)[O-])cc1C	7	-32	x	2	0.2	x	-1	x
Cc1nn(-c2ccccc2)c(C)c1NC(=O)COC(=O)c1ccc(Cl)c(S(N)(=O)=O)c1	3	3	7	-3	-0.1	x	3	-1
Cc1cccc(NC(=O)CNC(=O)c2ccc3c(c2)OCO3)n1	3	-12	5	-1	0.0	x	-2	-2
CC(C)NC(=O)N(C)C[C@@H]1OCCCC[C@H](C)Oc2ccc(NS(=O)(=O)c3cn(C)cn3)cc2C(=O)N([C@@H](C)CO)C[C@@H]1C	2	8	x	-2	0.2	15	10	-9
O=C(C[C@@H]1CC[C@H]2[C@@H](COC[C@@H](O)CN2Cc2ccncc2)O1)NCC1CC1	-2	0	-9	1	0.4	1	4	2
O=[N+]([O-])c1ccc(CNCc2cc(Cl)ccc2O)cc1	-3	-29	7	10	-0.3	-13	-2	7
CN(CC(=O)Nc1cccc(F)c1)CC(=O)Nc1cccc(S(=O)(=O)N(C)c2ccccc2)c1	4	x	-3	-2	-0.1	x	-3	-2
CC1CC(C)CN(C(=O)c2cccc(S(=O)(=O)N(C)c3ccccc3)c2)C1 (stereo not drawn)	0	14	-5	-1	-0.1	x	-1	3
CO[C@@H]1CN(C)C(=O)c2cc(NC(=O)C3CC3)ccc2OC[C@H](C)N(C(=O)c2cccnc2)C[C@H]1C	2	1	-2	0	0.3	3	0	45
COC(=O)CSc1nc2nc(-c3cccs3)cc(C(F)(F)F)c2c(=O)[nH]1	-4	-10	-4	-5	-0.1	10	-5	0
COCCn1c(SCC(=O)N2CCOCC2)nc2ccccc2c1=O	-7	-6	-11	0	0.0	-2	-5	-1
Cc1c2c(nc3ccccc13)CCC(C)C2 (stereo not drawn)	-2	9	x	-4	0.2	-3	-1	x
CCCS(=O)(=O)NC(=O)C1(C)CCN(C(=O)c2cncc(Br)c2)C1 (stereo not drawn)	6	-4	4	-4	0.0	-5	4	-1
C[C@@H]1CCCCO[C@H](CN(C)Cc2ccccc2)[C@H](C)CN([C@@H](C)CO)C(=O)c2cc(NC(=O)Nc3ccc(C(F)(F)F)cc3)ccc2O1	-3	4	x	-1	0.2	-10	5	-19
O=C(Cn1cc([N+](=O)[O-])cn1)Nc1ccc(Cn2cc(Br)cn2)cc1	1	-1	x	2	0.2	-6	-1	-5
Cc1ccccc1C1CC(c2cccs2)Nc2nnnn21 (stereo not drawn)	-1	-14	x	-1	0.1	-7	-2	x
O=C1NNC(=O)C2C3C=CC(C4CC34)C12 (stereo not drawn)	-1	-1	44	-4	x	-1	10	0
COc1cccc(C#Cc2cnc3c(c2)C(=O)N([C@@H](C)CO)C[C@@H](C)[C@H](CN(C)C(=O)C2CCC2)O3)c1	-1	-3	-72	-4	-0.9	7	-11	5
O=S(=O)(c1ccc(Cl)s1)N1CCNCC1	3	-12	-4	-5	0.2	-1	6	3
COc1cc(CC(=O)Nc2cccc(S(=O)(=O)N(C)c3ccccc3)c2)cc(OC)c1OC	-3	20	-6	-4	-0.1	-9	-5	-1
Cc1noc(C)c1S(=O)(=O)N(C)C[C@H]1Oc2c(cccc2N(C)C)C(=O)N([C@@H](C)CO)C[C@@H]1C	x	-6	-9	x	-0.5	4	3	1
CCCNC(=O)C[C@H]1CC[C@H]2[C@@H](COC[C@@H](O)CN2S(=O)(=O)c2ccccc2F)O1	-3	-6	-6	-7	0.0	-5	2	4
CC(=O)Nc1c(C(=O)N2CCOCC2)sc2nc3c(cc12)COC(C)(C)C3	2	9	19	-12	x	-4	-1	-1
O=C(NCc1ccco1)c1ccc(-c2ccc3nccn3c2)cc1	-1	3	2	-5	0.1	3	69	-1
C[C@@H]1O[C@@H](O[C@@H]2C(=O)c3c(O)cc(O)cc3O[C@H]2c2ccc(O)c(O)c2)[C@H](O)[C@H](O)[C@H]1O	-1	2	9	x	0.0	x	3	1
C=CCC[C@@H](Cc1ccc(F)cc1)C(=O)OCCNC(=O)[C@@H](CC=C)CC(=O)N[C@H](CO)Cc1ccccc1	0	9	5	3	0.0	-6	-3	0
COc1ccc(-c2csc3ncnc(N4CCN(S(=O)(=O)c5cccc(F)c5)CC4)c23)cc1	-1	-14	x	-3	0.0	x	-3	x
CC(C)C[C@H]1CNC(=O)C(=O)N1C[C@@H]1CCCN1C[C@H](CC(C)C)N1C[C@H](Cc2ccc(O)cc2)N(CCc2ccccc2)C(=O)C1=O	0	16	x	2	-0.2	x	-6	x
CCCCC(=O)Nc1nn(CC)c2nc3c(C)cccc3cc12	3	-3	-13	-4	0.0	-9	-6	-1
COc1ccc(CN(C)C[C@@H]2OCc3cn(nn3)CCCC(=O)N([C@H](C)CO)C[C@H]2C)cc1	0	6	16	-2	-0.2	-12	-7	0
C/C(=N\NC(=O)c1nn(C)c(C)c1Br)c1ccc(NC(=O)c2ccccc2F)cc1	-3	-53	x	-3	0.0	9	1	-6
C[C@@H]1CCCCO[C@@H](CN(C)C(=O)Cc2ccccc2)[C@H](C)CN([C@H](C)CO)C(=O)c2cc(NC(=O)c3ccncc3)ccc2O1	-1	0	x	1	0.1	-18	-8	-3
CC(=O)c1sc2nc(C)c3c(c2c1N)CCCC3	-8	-1	x	4	0.0	21	-1	-2
COCC(=O)Nc1cc(C(=O)Nc2cccc(C)c2C)ccc1Cl	0	-15	14	-5	x	14	13	1
COCCCn1c(=O)c2ccccc2n(Cc2cccc(C)c2)c1=O	-2	-9	9	-1	0.0	x	-6	0
CCCN1[C@@H]2Cn3c(cccc3=O)[C@H]1[C@@H](C(=O)N1CCCCC1)[C@@H]2CO	6	9	-1	0	0.0	-6	1	0
